OX1R antagonist = OX1R (HCRTR1) antagonists, primary screen, fluorescence, CHO/OX1R cells, Fluo-8 calcium, orexin A. Orexin/Hypocretin receptor type 1 (Homo sapiens), O43613. Fluo-8 calcium fluorescence. inhibition, % at 5 µM. 330,000 tested, 0.43% active;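 active = inhibition above its plate's threshold, mean inhibition of all tested compounds on the plate plus 3 SD, cut at about 37% in these data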;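 also: 0% = orexin A challenge wells and 100% = SB-334867-A antagonist wells; not every result past the cut was called active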
Target sequence (O43613 whole entry, looked up): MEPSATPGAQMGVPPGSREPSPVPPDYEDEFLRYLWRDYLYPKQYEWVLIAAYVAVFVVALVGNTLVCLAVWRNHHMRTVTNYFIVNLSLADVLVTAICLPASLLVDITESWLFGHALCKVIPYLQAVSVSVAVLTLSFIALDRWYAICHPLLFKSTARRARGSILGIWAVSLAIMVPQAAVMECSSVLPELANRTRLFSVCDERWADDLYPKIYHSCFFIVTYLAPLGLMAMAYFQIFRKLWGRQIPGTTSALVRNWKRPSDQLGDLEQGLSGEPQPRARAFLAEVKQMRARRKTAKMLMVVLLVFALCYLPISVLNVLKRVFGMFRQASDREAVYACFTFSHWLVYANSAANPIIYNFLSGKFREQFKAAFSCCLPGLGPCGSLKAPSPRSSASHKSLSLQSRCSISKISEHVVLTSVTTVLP
CHT PAM = CHT positive allosteric modulators, primary screen, cell-based, membrane potential dye, choline EC20; B-score at 10 µM; 310,000 tested, 0.49% active; AID 488977, 2010; CHT-expressing cells; stronger effect = higher value; LV-AA mutant CHT in HEK293 cells;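 active = initial fluorescence not abnormally high and integrated response B-score, plate-corrected, over 3 SD above library mean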
Target sequence (Q9GZV3 whole entry, looked up): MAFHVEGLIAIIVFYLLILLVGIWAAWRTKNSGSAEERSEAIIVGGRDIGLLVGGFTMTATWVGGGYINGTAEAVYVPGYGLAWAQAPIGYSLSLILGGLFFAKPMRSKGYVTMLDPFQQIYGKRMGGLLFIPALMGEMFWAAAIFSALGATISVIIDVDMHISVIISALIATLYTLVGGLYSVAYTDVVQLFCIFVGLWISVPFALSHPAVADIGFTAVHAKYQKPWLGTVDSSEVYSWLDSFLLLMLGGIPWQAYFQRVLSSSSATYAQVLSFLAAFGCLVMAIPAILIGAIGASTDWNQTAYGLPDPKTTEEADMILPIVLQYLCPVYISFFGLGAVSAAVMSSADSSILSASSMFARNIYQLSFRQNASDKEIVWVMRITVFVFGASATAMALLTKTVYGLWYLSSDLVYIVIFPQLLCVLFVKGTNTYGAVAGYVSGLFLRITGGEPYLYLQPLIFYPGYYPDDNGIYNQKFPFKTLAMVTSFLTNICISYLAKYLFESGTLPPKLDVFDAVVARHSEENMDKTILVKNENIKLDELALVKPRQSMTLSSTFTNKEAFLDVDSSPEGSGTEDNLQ
* hit, by the source's call; i = inactive; . = not tested or not shown.

Each structure is followed by: OX1R antagonist	CHT PAM
> Cc1cc(NS(=O)(=O)c2ccccc2)n(-c2ccccc2)n1
    -21.3	i
> CCCS(=O)(=O)c1nc(S(=O)(=O)c2ccc(C)cc2)c(NCCCn2ccnc2)s1
    -21.7	i
> Cn1c(=O)c2c([nH]c(=S)n2Cc2ccc(Cl)cc2)n(C)c1=O
    -17.8	i
> CCc1ccc(NC2CC(=O)N(CCc3ccc(OC)c(OC)c3)C2=O)cc1 (stereo unspecified)
    -20.8	i
> Cc1nn(Cc2ccc(F)cc2)c(C)c1NC(=O)C1c2ccccc2Oc2ccccc21
    -5.2	i
> CSCCC(=O)NC1CC(C)(C)Cc2c1cnn2-c1ccccc1C (stereo unspecified)
    -16.4	i
> Cc1nn2c(NCCCN(C)C)c3c(nc2c1-c1ccccc1)CCC3
    -35.9	8.25*
> c1ccc(CC2CCN(C3=Nc4cccc5cccc3c45)CC2)cc1
    -9.2	i
> Cc1ccccc1-n1c(SCc2csc(Nc3ccccc3)n2)nnc1-c1cccnc1
    2.4	i
> CC12CCC(C(=O)NCc3ccc4c(c3)OCO4)(C(=O)C1=O)C2(C)C (stereo unspecified)
    0.8	i
> Clc1ccc(Cl)c(OCCCCN2CCCCC2)c1
    -24.8	i
> COc1ccc(S(=O)(=O)N2CCOCC2)cc1NC(=O)COc1ccc2ccc(=O)oc2c1
    -10.8	.
> COc1cc(C)ccc1OCCCON1C(=O)CCC1=O
    -2.3	i
> COCCn1c(SCC(=O)c2c(N)n(C)c(=O)n(C)c2=O)nc2ccccc21
    -16.8	i
> CCOC(=O)c1ccc(N2C(=O)c3n[nH]c(C)c3C2c2ccco2)cc1 (stereo unspecified)
    -26.1	i
> OC(CN1CCOCC1)Cn1c(-c2cccc(Cl)c2)nc2ccccc21 (stereo unspecified)
    -12.4	i
> C=CCn1ccc(O)c(Cc2ccc(Cl)cc2)c1=O
    -13.1	i
> Cc1ccc(-c2cc(C(=O)N3CCCCC3)c3ccccc3n2)cc1C
    -2.5	i
> COC(=O)c1c(C)[nH]c(C(=O)COc2ccc3ccc(=O)oc3c2)c1C
    -55.8	.
> CC1(C)NC(=O)N(CC(O)COc2cccc(F)c2)C1=O (stereo unspecified)
    -18.8	i
> O=C(Cn1cnc2ccccc2c1=O)NNC(=O)c1ccccc1F
    3.2	.
> CS(=O)(=O)N(CC(=O)NCc1ccco1)c1ccc(Cl)cc1Cl
    -6.6	i
> O=C(CC(=O)N/N=C/c1c(F)cccc1Cl)NCc1ccccc1
    -22.3	i
> N#CCC(=O)Nc1ccc(C(=O)OCC(=O)Nc2ccccc2-c2ccccc2)cc1
    3.2	i
> O=C(c1ccccc1Sc1ccc([N+](=O)[O-])cc1)N1CCCCC1
    -1.4	i
> NC(=O)C1CN(C(=O)c2cccc(S(=O)(=O)N3CCc4ccccc43)c2)c2ccccc2O1 (stereo unspecified)
    51.9*	.
> Cc1cc2ccccc2nc1SCC(=O)NC1CCCCC1
    -19.1	i
> O=C(N/N=C/C=C/c1ccccc1)c1n[nH]c2c1CCC2
    5.0	i
> CCOC(=O)CC(=O)Nc1c(C)cc(C)cc1C
    -8.4	i
> N#Cc1c([N+](=O)[O-])cc([N+](=O)[O-])cc1S(=O)(=O)Cc1ccccc1
    -2.1	.
> Cc1ccccc1NC(=O)N1C2CCCC1CC(NC(=O)C1CC1)C2 (stereo unspecified)
    -1.1	i
> O=C(Nc1ccc(-c2cn3ccsc3n2)cc1)c1ccc(F)c(S(=O)(=O)N2CCOCC2)c1
    0.8	i
> Cc1ccc(N/N=C/c2ccncc2)cc1
    -39.5	i
> Cn1c(N2CCCC2)nc2c1c(=O)n(Cc1cccc(F)c1)c(=O)n2C
    -17.0	i
> CCC1CC(CSc2ncn[nH]2)OC1=O (stereo unspecified)
    -4.7	i
> Cc1ccc(-n2c(SCC(=O)Nc3ccc4c(c3)OCO4)nnc2-c2ccoc2C)cc1
    -25.9	i
> COc1ccc(CCn2c(C)cc(C(=O)COC(=O)c3cnc(C)cn3)c2C)cc1
    -29.9	i
> Cc1cccc(-c2ccc3ncnc(NCc4cccs4)c3c2)c1
    -30.1	.
> Cn1c(CNC(=O)Nc2ccccc2Cl)nnc1SCc1ccccc1
    -8.1	i
> COc1cc(C(=O)NCCCc2nc3ccccc3n2Cc2cc(C)ccc2C)cc(OC)c1OC
    -25.4	i
> O=C(COc1ccccc1)N(Cc1nnc(-c2ccccc2Cl)o1)C1CC1
    -37.5	i
> COc1cc(CNC(=O)CCCC(=O)c2ccccc2)cc(OC)c1OC
    -13.6	i
> CC(Sc1nnc2c(n1)C1CCC2(C)C1(C)C)C(=O)Nc1ccccc1 (stereo unspecified)
    -7.6	i
> COc1ccccc1CNC(=O)C1CCN(S(=O)(=O)c2ccc3c(c2)CC(C)N3C(=O)C2CC2)CC1 (stereo unspecified)
    -26.5	i
> CCCCN(C)CCCNC(=O)/C=C1\Sc2ccccc2NC1=O
    -6.9	i
> O=C(CSCC(=O)NCc1ccco1)NCc1ccco1
    -13.3	i
> Cc1cnc(=O)[nH]c1SCc1cccc(C(F)(F)F)c1
    -17.2	i
> COc1ccc(NC(=O)Cc2nnc(SCC(=O)NC3=NCCS3)n2C)cc1
    -2.8	i
> Cc1cc2nsnc2c(S(=O)(=O)N2CCN(C)CC2)c1C
    -4.9	i
> CCCn1c(SCc2nc3ccccc3s2)n[nH]c1=O
    -5.5	i
> Cc1cc(C)cc(C(=O)NC(CC(N)=O)c2ccc(N3CCC(Br)CC3)c([N+](=O)[O-])c2)c1 (stereo unspecified)
    -12.2	i
> O=C(O)CCC(=O)N1N=C(c2c(-c3ccccc3)c3cc(Cl)ccc3[nH]c2=O)CC1c1ccco1 (stereo unspecified)
    1.2	i
> CC(C)(C)c1ccc(C(=O)CC(Sc2ccc(Cl)cc2)C(=O)O)cc1 (stereo unspecified)
    14.6	i
> COc1cc(/C=C2\SC(=O)N(CCNC(=O)c3sc4cc(F)ccc4c3Cl)C2=O)cc(OC)c1OC
    -16.8	i
> Cc1nc2ccc(C(=O)N3CCN(c4ccccn4)CC3)cc2s1
    -30.2	i
> COc1cc(/C=N/NC(=O)Cc2nnc(NC(=O)c3ccccc3)s2)ccc1O
    -9.9	i
> CCCC(=O)Nc1ccccc1NC(=O)c1ccc(OCC)cc1
    -12.8	i
> CC(NS(=O)(=O)c1ccc(NC(=O)N2CCCCC2)cc1)c1ccccc1 (stereo unspecified)
    2.6	i
> N=c1c2c(n(Cc3ccc([N+](=O)[O-])cc3)c3c1CCC3)CCCC2
    -14.1	i
> CSc1nc(-c2ccco2)nn1C(=O)c1ccc(C)cc1
    -3.4	i

Compound profiles (already shown):
`CCC1CC(CSc2ncn[nH]2)OC1=O` (stereo unspecified) across the screens: OX1R antagonist = -4.7; CHT PAM = i
`CCCCN(C)CCCNC(=O)/C=C1\Sc2ccccc2NC1=O` across the screens: OX1R antagonist = -6.9; CHT PAM = i

Next results
Each structure is followed by: OX1R antagonist	CHT PAM
> Cc1nc(SCC(=O)Nc2cc(Cl)ccc2[N+](=O)[O-])nc(C)c1C
    -30.8	i
> COc1ccc(NC(=O)NC23CC4CC(CC(C4)C2)C3)cc1OC
    -22.4	i
> CC1CN(C(=O)CCC(=O)NCc2ccc(F)cc2)c2ccccc2S1 (stereo unspecified)
    -35.2	i
> CN1CCN(S(=O)(=O)c2ccc(N(C)Cc3ccc(OC(F)F)cc3)c([N+](=O)[O-])c2)CC1
    2.3	i
> COc1ccc(NC(=S)N(CCN2CCOCC2)C2CCN(C(C)=O)CC2)cc1Cl
    -17.0	i
> CN(C(=O)c1ccc2c(c1)OCO2)C1(C(=O)NC2CCCCC2)CCCCC1
    4.2	i
> O=C(CSc1ccccc1)Nc1ccc(S(=O)(=O)Nc2ncccn2)cc1
    8.2	i
> CC1(C)CCC[C@]2(C)[C@H]3CC(=O)O[C@]3(C)CC[C@@H]12
    -19.4	i
> COc1ccc(N2CCN(CNC(=O)c3ccccc3)CC2)cc1
    .	i
> COc1cc(C2NC(=S)NC(c3ccccc3)=C2C(C)=O)cc(Br)c1OCC(N)=O (stereo unspecified)
    2.3	i
> COc1ccc(NC(=O)CSc2nnc(N)s2)cc1
    -2.7	i
> Cc1cc(C)c2nc(C)cc(Nc3ccc(C(=O)N4CCOCC4)cc3)c2c1
    -13.4	i
> COc1ccc(NC(=O)CN2C(=O)COc3ccc(S(=O)(=O)N4CCCCC4)cc32)cc1OC
    -13.4	i
> Cc1cc(C)cc(C(=O)N(CCc2ccccc2)C2CC3CCC(C2)N3C)c1 (stereo unspecified)
    -26.7	i
> CC(O)C(O)C(O)C(O)C1NCCS1 (stereo unspecified)
    -8.1	i
> CC1C(=O)N2CCCc3cc(S(=O)(=O)N4CCN(c5cccc(Cl)c5)CC4)cc1c32 (stereo unspecified)
    -29.6	i
> COc1cc(C(=O)N2CCN(S(=O)(=O)c3ccc(F)cc3)CC2)cc(OC)c1OC
    -16.8	i
> O=C(/C=C\NCC(=O)c1ccccc1)c1ccc(F)cc1
    -25.3	i
> Brc1ccc(OCc2nc3ccccc3[nH]2)cc1
    -20.0	i
> O=C(Nc1ncccc1O)c1ccc(S(=O)(=O)Nc2ccccc2)cc1
    -10.8	i
> O=C(c1ccc2c(=O)n3c(nc2c1)CCCCC3)N1CCN(c2ccccc2)CC1
    -30.4	i
> Cc1ccc(N2CCN(C(=O)c3ccccc3)CC2)c(C)c1
    -34.1	i
> Cn1c(=O)c2c(nc(NN=C3CCCC3)n2C)n(C)c1=O
    -18.8	i
> CCC(CO)Oc1cc(NCc2ccc(O)cc2)c2ncn(C(C)C)c2c1 (stereo unspecified)
    -23.8	.
> C/C(=C\C(=O)c1ccc(C)cc1)NCc1ccc(F)cc1
    -33.4	i
> CSc1nnc(-c2ccccc2N=Cc2c(C)[nH]n(-c3ccc4ccccc4c3)c2=O)c(=O)[nH]1
    -29.2	8.33*
> O=C(CSC(=S)N1CCSCC1)c1ccc(Cl)cc1
    -17.0	i
> COCCN1CCn2c(nc3cc(NC(=O)c4cccs4)ccc32)C1
    -11.6	i
> CCCn1nnnc1SCC(=O)N1CCOCC1
    -20.7	i
> CCOC(=O)N1CCN(S(=O)(=O)c2ccc3[nH]cc(C(=O)O)c(=O)c3c2)CC1
    -9.8	i

Quoted from the listing.
OX1R antagonist with `N=c1c2c(n(Cc3ccc([N+](=O)[O-])cc3)c3c1CCC3)CCCC2` → -14.1
OX1R antagonist with `O=C(c1ccc2c(=O)n3c(nc2c1)CCCCC3)N1CCN(c2ccccc2)CC1` → -30.4
OX1R antagonist with `O=C(Nc1ccc(-c2cn3ccsc3n2)cc1)c1ccc(F)c(S(=O)(=O)N2CCOCC2)c1` → 0.8
OX1R antagonist with `O=C(CSCC(=O)NCc1ccco1)NCc1ccco1` → -13.3

Carrying on.
Each structure is followed by: OX1R antagonist	CHT PAM
> Cc1ccc(CN2CCS(=O)(=O)CC2)cc1
    -5.5	i
> Clc1ccc2[nH]c3c(NCCCN4CCOCC4)ncnc3c2c1
    -7.6	i
> CSCCC(NS(=O)(=O)c1ccccc1F)C(=O)NNC(=O)c1csc(N2CCOCC2)n1 (stereo unspecified)
    -23.2	i
> COc1cc2c(cc1OC)-c1cc(OCCN3CCOCC3)nc(=O)n1CC2
    -19.9	6.47*
> O=C(Nc1cccc2c1CCCC2)c1cccc(F)c1
    -21.9	i
> O=C(CNc1cccc(Cl)c1)c1ccc(Br)cc1
    -9.3	i
> Cc1ccc(S(=O)(=O)NC(CC(C)C)C(=O)NCC(C)(C)N2CCOCC2)cc1 (stereo unspecified)
    -22.8	i
> COc1ccc(S(=O)(=O)Nc2cccc(S(=O)(=O)N3CCCCC3)c2)cc1
    -4.8	.
> COc1ccc(C(=O)NC(=S)Nc2ccc(NC(=O)c3ccco3)cc2)cc1[N+](=O)[O-]
    -9.0	i
> CCN(CC)S(=O)(=O)c1ccc(NS(=O)(=O)CC23CCC(CC2=O)C3(C)C)cc1 (stereo unspecified)
    -14.8	i
> Cc1cccc(OCC(=O)Nc2ccc(C(=O)NCc3cccnc3)cc2)c1
    -1.9	i
> COc1ccc(S(=O)(=O)N2CCOCC2)cc1NC(=O)CCCOc1ccccc1
    -18.2	.
> CCOc1ccc(N(CC(=O)NC2CCCC2)C(=O)CCCC(=O)Nc2ccccn2)cc1
    -33.5	i
> O=C(NNC1=Nc2ccccc2SC1)c1cccc([N+](=O)[O-])c1
    -15.0	i
> O=C(CSc1ncn(-c2ccccc2)n1)Nc1ccc(Br)cn1
    -15.8	i
> Cc1cc(C)cc(C(=O)NC(CC(N)=O)c2ccc(NCCN3CCCC3)c([N+](=O)[O-])c2)c1 (stereo unspecified)
    -11.2	i
> O=C(Cn1c2c(c(=O)n3ncnc13)CCC2)N/N=C/c1cccs1
    -6.1	i
> COC(=O)c1ccc(COC(=O)c2[nH]c(C)c(C(C)=O)c2C)o1
    11.3	i
> Cc1ccc(S(C)(=O)=O)cc1C(=O)Nc1cccc(S(=O)(=O)N2CCCCCC2)c1
    -21.4	.
> C/C(=N\NC(=O)c1cccs1)c1c(O)cc(C)oc1=O
    -10.1	i
> CCOC(=O)C(NC(=O)OC(C)C)(Nc1nccs1)C(F)(F)F (stereo unspecified)
    -3.9	i
> Cc1cccc(Nc2nc3c(c(=O)n(C)c(=O)n3C)n2CC(O)CO)c1 (stereo unspecified)
    -4.9	i
> CC1(C)CC(CCC(=O)Nc2ccc(S(N)(=O)=O)cc2)C(=O)O1 (stereo unspecified)
    9.5	i
> CC(C)c1ccc(NC2CCCN(C(=O)c3ccccc3-c3ncc[nH]3)C2)cc1 (stereo unspecified)
    -27.1	i
> Cc1ccc(C(=O)N[C@H](C(=O)OCC(=O)c2ccc[nH]2)C(C)C)cc1
    -9.9	i
> Cn1c(N)c(C(=O)COC(=O)c2cncc(Br)c2)c(=O)n(C)c1=O
    -9.5	i
> CCN(C[C@H]1N[C@@](Cc2ccccc2)(C(=O)OC)[C@H]2C(=O)N(Cc3ccccc3)C(=O)[C@@H]12)C(=O)Nc1ccc(C(F)(F)F)cc1
    29.4	.
> CCCn1c(=O)c(C(=O)Nc2ccccc2)c(O)c2ccccc21
    -15.6	i

Screening data: PubChem BioAssay, several laboratories
